tolC growth inh – blocks growth of E. coli BW25113 tolC mutant; OD615; growth inhibition, % at 10 µM (by protocol); 65,000 tested, 2.2% active; AID 573;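 active = growth inhibition at or above a cutoff equal to the mean over every tested compound plus 3 SD, cut at about 60% in these data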;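 note: growth measured after 20 h incubation at 37 °C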
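Test system – E. coli BW25113 ΔtolC::kan, tolC deletion mutant strain · Detection – OD at 615 nm · Buffer or medium – LB with kanamycin 50 µg/mL · Times – 20 h compound exposure of bacteria at 37 °C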
SF1 activator – SF-1 (human) activation; Q13285; CHO-K1 Gal4-SF-1 LBD luciferase reporter; % increase over DMSO SF-1-specific signal; activation, % at 10 µM; 65,000 tested, 1.9% active; AID 522;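 active = activation above the mean activation of all tested compounds plus 3 SD, cut at about 50% in these data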
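System: CHO-K1 cells with Gal4–hSF-1 LBD chimera plus Gal4-driven luciferase; quantity: 4,000 CHO-K1 cells per well; compound: one dose, 10 µM compound, 1% DMSO; times: 20 h compound treatment, 37 °C; measured by: SteadyLite luciferase luminescence; read-out: percent activation versus DMSO; benchmarks: DMSO and mock-transfected background; replicates: one test per compound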
M1 antag – blocks the rat M1 muscarinic receptor response to acetylcholine. P08482. CHO-M1 cells, Fluo-4 calcium, ACh EC80 antagonist mode; active compounds read low. B-score at 10 µM. 64,000 tested, 3.4% active. AID 628;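 active = calcium fluorescence response, raw or row-and-column corrected B-score, differing from the plate sample mean either way at a set confidence level, mostly lower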
NADH enzymes – inhibition of NAD/NADH coupling enzymes, library profiling | coupled PK/LDH NADH assays, four targets | IC50, µM (titrated, usually from 10 µM), without a hit: at the top dose inhibition | 65,000 tested, 0.02% active;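 active = single-dose screening hits from any of four coupled enzyme assays that gave an IC50 when retested across doses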;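 note: the DPM-DC format reads NADH fluorescence rather than 340 nm absorbance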
M1 ag – M1 muscarinic receptor agonism. CHO-M1 cells, Fluo-4 calcium fluorescence, agonist mode; active compounds read high. B-score at 10 µM. 64,000 tested, 3% active. AID 626;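 active = fluorescence rise, raw or as B-score row- and column-corrected plate score, outside the 99.7% band of its plate's samples, either direction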
TNAP act DEA – activates human TNAP at intermediate phosphate acceptor concentration | AID 813 | 64,000 tested, under 10 active | activation factor at 20 µM | P05186 | purified TNAP, CDP-star luminescence, 100 mM DEA, 30 min; active compounds read high; scale: 0 levamisole-inhibited, 1 vehicle-only enzyme;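 active = activation factor of at least 2 at 20 µM, relative to controls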
Target sequence (P05186 whole entry, looked up): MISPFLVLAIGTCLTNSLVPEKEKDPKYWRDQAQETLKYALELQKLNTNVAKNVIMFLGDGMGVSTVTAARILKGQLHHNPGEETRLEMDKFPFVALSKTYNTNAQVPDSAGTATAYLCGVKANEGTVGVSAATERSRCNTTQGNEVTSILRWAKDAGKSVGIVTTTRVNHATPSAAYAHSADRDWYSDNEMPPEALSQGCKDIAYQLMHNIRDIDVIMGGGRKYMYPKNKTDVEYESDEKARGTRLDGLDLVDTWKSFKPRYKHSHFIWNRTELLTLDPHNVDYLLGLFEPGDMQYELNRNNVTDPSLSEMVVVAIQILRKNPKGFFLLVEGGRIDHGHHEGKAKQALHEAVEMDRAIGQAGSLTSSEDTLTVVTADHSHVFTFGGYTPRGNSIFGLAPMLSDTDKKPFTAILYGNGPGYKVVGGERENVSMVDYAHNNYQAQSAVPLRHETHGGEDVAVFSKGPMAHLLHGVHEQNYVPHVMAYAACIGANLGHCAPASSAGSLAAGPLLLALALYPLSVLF
D1 mod – allosterically modulates the human D1 dopamine receptor. P21728. HEK293 D1, CRE-luciferase, dopamine EC30 potentiation; actives deviate in either direction. B-score at 10 µM. 58,000 tested, 5.9% active;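 active = luminescence count or its row- and column-corrected plate score outside the 99.7% band of the plate's sample wells, on either side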
Target sequence (P21728 whole entry, looked up): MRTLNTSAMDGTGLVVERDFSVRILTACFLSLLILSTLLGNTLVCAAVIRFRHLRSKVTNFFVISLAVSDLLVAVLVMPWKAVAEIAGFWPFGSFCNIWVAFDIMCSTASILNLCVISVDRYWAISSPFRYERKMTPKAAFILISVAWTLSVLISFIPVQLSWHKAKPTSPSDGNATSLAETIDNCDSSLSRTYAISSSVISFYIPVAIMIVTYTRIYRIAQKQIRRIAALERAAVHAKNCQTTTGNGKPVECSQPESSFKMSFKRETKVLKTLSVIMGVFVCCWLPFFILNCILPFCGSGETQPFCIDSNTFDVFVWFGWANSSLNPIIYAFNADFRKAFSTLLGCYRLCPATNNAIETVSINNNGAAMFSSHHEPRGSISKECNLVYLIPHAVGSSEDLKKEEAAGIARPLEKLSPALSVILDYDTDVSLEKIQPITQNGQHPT
Jurkat tox 60K – cytotoxic compounds reducing Jurkat cell viability; Jurkat E6.1 viability, ATP luminescence, 48 h; inhibition, % at 4 µM; AID 463; 56,000 tested, 1.2% active;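 active = inhibition above the mean inhibition of all tested compounds plus 3 SD, cut at about 28% in these data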
HEK293 NFkB inh – lowers PMA/ionomycin-induced NF-kB signal in HEK293 cells; inhibition, % at 3 µM; 62,000 tested, 0.21% active; HEK-293 NF-kB luciferase reporter, luminescence;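 active = inhibition above the mean of all tested compounds plus 3 SD, cut at about 40% in these data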;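 note: 0% = stimulated DMSO wells and 100% = 10 µM reference inhibitor 5653914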
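Timing: 1 h pretreatment, 16 h stimulation, 37 °C; system: HEK-293 cells with stable firefly luciferase reporter driven by four HIV NF-kB elements; doses: 3 µM once, 0.30% DMSO; measured by: luciferase luminescence; control set: DMSO and 10 µM reference inhibitor; repeats: single test; reagent: PMA plus ionomycin mix as NF-kB-activating stimulus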
* marks the source's active call; other numbers are inactive results; · = not tested or not shown; [ ] = another dose, or the depositor's remark.

SMILES,tolC growth inh,SF1 activator,M1 antag,NADH enzymes,M1 ag,TNAP act DEA,D1 mod,Jurkat tox 60K,HEK293 NFkB inh
COc1ccc(CNn2c(C)nc3ccccc3c2=O)cc1,8,7,-0.51,4%,5.6*,0.8,·,7,12
O=c1cc(N2CCN(Cc3ccccc3)CC2)[nH]c(=O)n1Cc1ccc(F)cc1,-13,-1,0.6,5%,0.4,0.9,-0.71,0,10
COc1cccc(CNc2nc3ccccc3n2CCN2CCCCC2)c1OC,2,4,-0.36,5%,-0.55,·,-1.9,5,6
CC1Cc2ccccc2N1S(=O)(=O)c1cccc2nsnc12 (configuration not stated),23,-8,0.83,6%,0.73,0.8,-0.19,5,16
CCSc1nnc(NC(=O)CSc2nnc(-c3c[nH]c4ccccc34)n2C)s1,19,-3,-0.068,2%,0.61,0.9,-0.064,-1,5
Cc1cc2cc(CN(CCCO)S(=O)(=O)c3cccc4nsnc34)c(=O)[nH]c2cc1C,-25,10,-0.71,10%,2,0.9,-0.34,2,13
CCOC(=O)c1ccc2c(c1)nc(SCC(=O)N1CCCCC1)n2CC,-7,-12,-0.0016,4%,0.38,0.9,-0.91,0,9
CCn1c(=O)cc(OCC(=O)N2CCc3ccccc32)c2ccccc21,-3,1,0.84,3%,-0.049,0.8,-0.43,-8,0
O=C(c1ccco1)N1CCN(C(c2ccccc2F)c2nnnn2CC2CCCO2)CC1 (configuration not stated),-5,16,-0.5,13%,0.011,0.9,-0.62,-5,7
CC1CCCN(c2nc3c(c(=O)[nH]c(=O)n3C)n2CCCc2ccccc2)C1 (configuration not stated),32,·,-0.039,3%,3.7,1,·,·,·
CCOc1ccccc1-c1cc(-c2ccc(OC)cc2)nc2c1c(=O)n(C)c(=O)n2C,18,9,0.11,6%,-1.3,0.9,-2.1,5,21
COc1cc(-c2nc(Cc3ccccc3Cl)no2)cc(OC)c1OC,67*,-8,0.035,6%,0.024,0.9,·,·,9

SMILES,tolC growth inh,SF1 activator,M1 antag,NADH enzymes,M1 ag,TNAP act DEA,D1 mod,Jurkat tox 60K,HEK293 NFkB inh
NC(=O)C1CCN(CCC(=O)Nc2cccc(Cl)c2)CC1,-3,0,0.71,4%,-0.099,1,·,5,-7
CCN(CC)S(=O)(=O)c1ccc(NC2c3ccccc3C(=O)N2CCN2CCOCC2)cc1 (configuration not stated),-3,4,-0.11,1%,0.017,1,-0.03,5,3
COC(=O)CC1NCCNC1=O (configuration not stated),-11,-7,1.5,6%,0.39,1,0.92,-12,10
Cc1nnc(SCC(C)C)[nH]c1=O,0,-2,-0.22,5%,-0.29,1,-0.3,3,9
CCCn1nnc(NC(=O)c2cc(Br)cc(Br)c2OC)n1,14,0,-0.21,3%,0.82,0.9,·,·,·
CCOC(=O)Cn1c(-c2ccccn2)nc2ccccc21,-2,-7,-0.011,2%,-0.11,0.9,-0.55,0,6
COc1ccc(OC)c(NC(=O)C23CCC(C)(C(=O)O2)C3(C)C)c1 (configuration not stated),-6,5,-1.3,6%,-0.2,1,0.22,2,9
CCC(=O)N1CCc2cc(Br)cc(S(=O)(=O)CC(=O)OC)c21,-3,2,1.4,4%,-0.049,0.9,·,0,16
CC(=O)N1CCc2cc(S(=O)(=O)NCCC(=O)N3CCc4ccccc4C3)ccc21,2,8,-0.067,4%,0.24,1,0.31,·,14
COC(=O)C1C2C=CC3(CN(CC4CCCO4)C(=O)C13)O2 (configuration not stated),-21,-24,0.0091,2%,-0.15,0.9,·,2,2
NS(=O)(=O)c1ccc(NC(=O)CN2CCN(Cc3ccccc3)CC2)cc1,-19,-5,-0.62,3%,-0.018,0.9,-0.06,4,8
CCCCN(C)CCn1c(=S)[nH]c2ccc(N3CCOCC3)cc2c1=O,-16,28,-0.78,11%,0.48,0.9,-1.8,·,8

SMILES,tolC growth inh,SF1 activator,M1 antag,NADH enzymes,M1 ag,TNAP act DEA,D1 mod,Jurkat tox 60K,HEK293 NFkB inh
Cc1c(Nc2ncnc3c2cnn3-c2ccccc2)c(=O)n(-c2ccccc2)n1C,-14,-4,-0.26,5%,0.55,1,0.57,-3,6
Cc1ccc(CN2C(=O)CCC2C(=O)NCCN2CCN(c3cccc(Cl)c3)CC2)cc1 (configuration not stated),6,7,0.086,7%,-0.15,1,-0.97,2,10
CCOC(=O)c1ccc2[nH]c(C)cc(=O)c2c1,-3,-5,-0.61,4%[fluoresces],-0.2,0.9,0.0036,2,11
CCn1c(COc2ccccc2)nnc1SCC(=O)Nc1ccc2c(c1)OCCO2,-18,-14,0.0068,5%,0.3,0.9,0.64,3,14
Cc1cc(C)n2nc(SCc3cc(=O)n4ccccc4n3)nc2n1,-4,-4,0.043,4%,-0.11,0.9,1.1,·,15
Cc1cc(C)n(Cc2ccc(F)cc2)c(=O)c1C#N,-8,-3,0.34,6%,-0.87,1,-0.98,·,10
COc1ccc(OC)c(S(=O)(=O)Nc2ccc(O)c(Sc3ncn[nH]3)c2)c1,0,-13,-0.55,5%,-1.1,0.5,-0.15,14,33
O=C(c1csc2c1CCCC2)N1CCN(c2ccccc2)CC1,37,-16,-0.02,8%,1.1,1,-0.098,5,4
O=C(CNc1ccccc1)Nc1ccc(F)cc1,1,61*,-0.36,3%,-0.012,1,·,6,-11
CCCC(=O)Nc1ccc(Cl)c(NC(=O)c2ccc(Br)o2)c1,29,-1,0.77,6%,-0.32,1,0.71,-1,17
O=C1O/C(=C\C(=O)N2CCOCC2)c2ccccc21,-16,-14,0.066,5%,0.012,0.9,-0.24,5,13
CCC(C)(C)n1nnnc1C(c1cc2cccc(C)c2[nH]c1=O)N1CCN(C(=O)c2ccco2)CC1 (configuration not stated),-7,16,-0.37,11%,-0.27,0.9,·,-1,11

SMILES,tolC growth inh,SF1 activator,M1 antag,NADH enzymes,M1 ag,TNAP act DEA,D1 mod,Jurkat tox 60K,HEK293 NFkB inh
CC(C)=CC(=O)OCC(=O)NC(=O)NC(C)(C)C,2,-15,-0.013,1%,0.85,0.9,0.29,·,14
CCOc1ccc(C(F)(F)F)cc1NC(C)=O,4,1,0.075,1%,0.54,1,1.1,·,14
COc1ccc(S(=O)(=O)N(CCc2ccccc2)CC(=O)N2CCOCC2)cc1,6,4,0.99,4%,1.5,0.9,-0.3,·,-11
Cn1c(SCC(=O)N2CCc3ccccc3C2)nnc1-c1cccs1,5,15,-0.92,7%,-0.012,0.9,0.14,0,-5
COc1cc2cc(C(c3nnnn3Cc3ccc(F)cc3)N3CCCCCC3)c(=O)[nH]c2cc1OC (configuration not stated),0,-23,0.4,9%,-0.5,0.9,-0.048,14,16
COc1ccc2nc(NC(=O)C3CCN(S(=O)(=O)c4cccc5nsnc45)CC3)sc2c1,37,3,-0.25,3%,0.58,0.9,-1.7,14,0
CCCC(c1nnnn1Cc1ccccc1)N1CCN(c2ccccc2OC)CC1 (configuration not stated),3,-1,-0.76,8%,7.1*,0.9,-0.0096,4,-2
CCN(CCO)C1CC(=O)N(c2ccccc2C)C1=O (configuration not stated),14,26,-0.11,3%,-0.38,1,-0.0035,9,14
Cc1ccc(Cl)cc1N1CCN(C(=O)c2ccc(NS(=O)(=O)c3c(C)noc3C)cc2)CC1,71*,0,-0.53,7%,0.67,0.9,-0.58,2,20
O=C(CSc1nc2cc(Cl)ccc2o1)c1cccs1,41,18,-0.15,2%,-0.21,0.9,2.2,3,14
CCOC(=O)c1c(N)sc(C(N)=O)c1C,4,-5,·,7%,·,0.8,1.2,-7,-8
CC(=O)N1CCCc2cc(S(=O)(=O)NCCC3=CCCCC3)ccc21,11,-6,-1.2,6%,-0.84,1.1,-0.28,5,14

SMILES,tolC growth inh,SF1 activator,M1 antag,NADH enzymes,M1 ag,TNAP act DEA,D1 mod,Jurkat tox 60K,HEK293 NFkB inh
COc1cc(SC)ccc1C(=O)NCCCOC(C)C,-4,-10,1.2,3%,0.22,1,0.058,-5,12
N#Cc1cc2c(nc1SCc1ccccc1)CCCC2=O,4,7,-0.74,0%,0.26,0.9,0.48,0,9
c1ccc(CCN2CN(CCCN3CCOCC3)c3nc4ccccc4n3C2)cc1,4,-13,-1.9*,0%,-0.23,0.9,-0.0053,1,10
Cc1oc(-c2ccccc2F)nc1CS(=O)(=O)CC(=O)NCCCN1CCc2ccccc2C1,6,2,0.25,1%,-1.2,0.9,-2.3,-4,12
O=C(CSc1cccc[n+]1[O-])c1cc2ccccc2o1,5,23,0.11,5%,0.018,0.9,-1.2,12,1
Cn1nnnc1SCC(=O)Nc1cc(C(C)(C)C)nn1-c1ccccc1,-5,-4,1.4,4%,0.12,1,0.29,-5,9
CCOC(=O)c1cnc2nc(NCc3ccc(OC)c(OC)c3)[nH]n2c1=O,-7,7,1.2,3%,0.19,0.9,0.01,3,7
COc1ccc(OC)c2sc(NC(=O)c3ccc(Br)s3)nc12,-19,53*,0.057,6%,0.29,0.9,-1.2,1,12
O=C1CCCC(O)=C1C(C#Cc1ccccc1)C1=C(O)CCCC1=O,-4,-2,·,9%,·,0.9,3.6*,1,7
Cn1cc(S(=O)(=O)CC(=O)Nc2ccc(Br)cc2)c2ccccc21,1,-13,0.055,2%,0.81,0.9,0.79,0,5
Cc1cc(NC(=O)COn2nnc3ccc(Cl)cc32)no1,1,-4,-1.5,10%,0.082,1,-0.03,·,6
CCc1c(C)c2c(C)nn(-c3ccccc3)c2[nH]c1=O,2,7,-0.0046,3%,1.6,0.9,3.2*,-2,8

Quoted from the listing:
`COc1ccc(OC)c2sc(NC(=O)c3ccc(Br)s3)nc12` – NADH enzymes = 6%
`Cn1cc(S(=O)(=O)CC(=O)Nc2ccc(Br)cc2)c2ccccc21` – SF1 activator = -13
`O=C1CCCC(O)=C1C(C#Cc1ccccc1)C1=C(O)CCCC1=O` – tolC growth inh = -4

Carrying on.
SMILES,tolC growth inh,SF1 activator,M1 antag,NADH enzymes,M1 ag,TNAP act DEA,D1 mod,Jurkat tox 60K,HEK293 NFkB inh
COc1cc2nc(CN(C)CC(=O)Nc3ccc(N4CCOCC4)cc3)[nH]c(=O)c2cc1OC,-10,6,-0.018,3%,0.021,1.1,-1.3,-6,-8
Cn1c(SCC(=O)N2CCCc3ccccc32)nnc1-c1ccco1,-15,-5,0.26,6%,0.014,0.9,0.78,5,-5
Cc1cc(C)n(-c2nc3ccccc3nc2N2CCCCCC2)n1,74*,12,0.049,7%,1.5,1,1.1,6,27
O=C(NCc1cccnc1)c1c(F)c(F)c(F)c(F)c1F,6,-2,·,2%,·,0.9,·,1,1
COc1cc(C(c2sc3ncnn3c2O)N2CCN(c3ccccc3F)CC2)cc(OC)c1OC (configuration not stated),-9,12,0.45,5%,-0.002,1,0.00092,-3,14
O=C(CCSCCC(=O)NCc1cccs1)NCc1cccs1,-19,-9,0.29,5%,-0.27,0.9,-0.41,-7,11
O=C(CSc1nnnn1-c1ccc2c(c1)OCCO2)c1cccc2c1OCCO2,12,-6,0.48,9%,-0.68,0.9,1.7,-6,-1
O=C(CCC(=O)N(CC(=O)NC1CCCCC1)Cc1ccco1)Nc1nccs1,-22,9,0.4,7%,0.1,0.9,0.7,-2,3
CCOC(=O)C1CCN(S(=O)(=O)c2ccc(OCC(=O)OC)cc2)CC1,-11,7,0.065,5%,-1.4,1.1,-0.024,3,-19

Screening data from PubChem.
